MITF act – activators of MITF-driven TRPM1 promoter activity in SK-MEL-5 cells; SK-MEL-5 TRPM1-promoter luciferase, 24 h; % of positive control, neutral wells = 0; activation, % at 12.5 µM; hit rate 0.75% among 300,000; AID 588334;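 active means mean activation of at least 80% with every replicate also reaching 80%; inconclusive means mean reaches 80% but some replicate falls short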;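 further: 0% = neutral control wells and 100% = parthenolide positive control wells; values of inactives mirror those of a sister screen read the other way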
AddAB inh – less growth of phage-infected E. coli with AddAB; E. coli expressing H. pylori AddAB, absorbance growth; inhibition, % at 11.9 µM; hit rate 0.29% among 330,000; AID 435030; in the data active means inhibition above about 12%;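 further: 0% = vehicle wells of infected cells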
CAL PDZ FP-1 – blocks peptide binding to human CAL PDZ domain. hit rate 0.02% among 330,000. AID 504414. inhibition, % at 20 µM. Q9HD26. purified CAL PDZ, TMR-peptide fluorescence polarization, 1 h;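 active means highest replicate inhibition of at least 40%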;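 further: plate controls were DMSO neutral control wells for no effect and unlabeled competitor peptide control wells for full effect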
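material = purified tagged CAL PDZ domain construct (CerCALP) | compound dosing = 20 µM, one dose | times = 1 h at RT | measured by = fluorescence polarization from S- and P-plane intensities, G-factor corrected | read-out = inhibition from polarization loss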
Tat transport – E. coli Tat transport inhibition | E. coli MC4100 TorA-mCherry Tat export, fluorescence | inhibition, % at 10 µM | hit rate 0.036% among 340,000;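 active means mean replicate inhibition at least 50% and at least half of replicates individually reaching 50%; inconclusive means only one of the two criteria met; inactive means neither criterion met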;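 further: exported cargo escapes ClpAP degradation while cytoplasmic cargo is degraded and loses fluorescence; 0% = median of neutral control wells and 100% = median of NaSCN control wells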
CAL PDZ FP-2 – CAL PDZ (human) peptide binding inhibition | purified CAL PDZ, TMR-peptide fluorescence polarization, 1 h | Q9HD26 | hit rate 0.92% among 300,000 | inhibition, % at 24.9 µM | AID 602252;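 active means mean inhibition of at least 30% with at least half of replicates also reaching 30%; inconclusive means no clear call, values can overlap the other calls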;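 further: 0% = DMSO neutral control and 100% = excess unlabeled competitor peptide PRC23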
Wnt bcat act – activators of Wnt/beta-catenin signaling; Wnt/beta-catenin reporter cell assay, activator, plate reader; activation, % at 9.35 µM; hit rate 1.2% among 300,000; in the data active means activation above about 30%, passing the limit was not always enough; inconclusive means no clear call, values can overlap the other calls;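 further: 0% = neutral control wells and 100% = positive control wells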
phage Ecoli inh – E. coli growth loss with phage present; growth absorbance; inhibition, % at 11.9 µM; hit rate 0.26% among 360,000; AID 651602; in the data active means inhibition above about 11%
SR-BI uptake up – SR-BI HDL lipid transfer activation; CHO ldlA[mSR-BI] cells, DiI-HDL uptake fluorescence, 3 h; 100 = double the neutral-control signal; activation, % at 12.5 µM; hit rate 0.096% among 320,000; AID 504775;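 active means mean replicate activation of at least 60% and every replicate at or above 60%; inconclusive means mean or all-replicate condition met, but not both; inactive means mean below 60% and not all replicates reaching 60%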;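 further: 0% = median plate neutral-control signal and 100% = twice that signal; values of inactives mirror those of a sister screen read the other way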
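Test system: SR-BI-overexpressing, LDLR-lacking CHO cells; Medium: Ham's F12 with 0.5% BSA, HEPES 25 mM, pH 7.4; Schedule: 3 h, 37 °C; Technique: bottom-read fluorescence, 550/595 nm.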
SR-BI DiI inh – mouse SR-BI HDL lipid transfer inhibition; inhibition, % at 12.5 µM; ldlA[mSR-BI] CHO cells, DiI-HDL uptake fluorescence, 3 h; hit rate 0.96% among 320,000;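 active means mean replicate inhibition of at least 70% and a set share of replicates each scoring 70 or more; inconclusive means meets just one of the two criteria; inactive means fails both criteria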;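 further: 0% = median of neutral control wells and 100% = median of positive control wells; values of inactives mirror those of a sister screen read the other way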
Target sequence (Q61009 whole entry, looked up): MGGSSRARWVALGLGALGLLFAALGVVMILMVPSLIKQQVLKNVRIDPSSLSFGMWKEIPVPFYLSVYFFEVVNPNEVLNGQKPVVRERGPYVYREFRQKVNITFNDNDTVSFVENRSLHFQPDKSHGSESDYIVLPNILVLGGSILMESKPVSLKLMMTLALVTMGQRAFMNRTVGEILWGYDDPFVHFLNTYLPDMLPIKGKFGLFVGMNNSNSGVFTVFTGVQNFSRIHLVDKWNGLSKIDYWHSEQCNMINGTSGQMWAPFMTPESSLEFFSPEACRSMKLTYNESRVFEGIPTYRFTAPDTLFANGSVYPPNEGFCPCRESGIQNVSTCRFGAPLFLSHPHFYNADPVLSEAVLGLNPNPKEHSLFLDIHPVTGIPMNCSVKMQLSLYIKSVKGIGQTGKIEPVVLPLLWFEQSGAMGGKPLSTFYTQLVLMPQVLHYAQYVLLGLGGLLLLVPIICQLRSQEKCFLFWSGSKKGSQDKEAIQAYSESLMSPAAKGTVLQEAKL
Ecoli viability – reduces bacterial viability in AddAB counter-screen; inhibition, % at 11.9 µM; hit rate 0.27% among 330,000; E. coli V3065 growth, OD600 absorbance, 18 h;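 active means inhibition above the campaign's mean inhibition across all tested compounds plus 3 SD, cut at about 9.9% in these data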;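 further: uninfected addAB+ strain grown without phage in ampicillin broth; 0% = DMSO wells and 100% = ciprofloxacin 0.95 µg/ml wells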
Numbers without * were called inactive; u = inconclusive; x = not tested or not shown; & = joins results of further samples.

smiles	MITF act	AddAB inh	CAL PDZ FP-1	Tat transport	CAL PDZ FP-2	Wnt bcat act	phage Ecoli inh	SR-BI uptake up	SR-BI DiI inh	Ecoli viability
CS(=O)(=O)N(CC(=O)Nc1ccc(S(=O)(=O)N2CCCC2)cc1)c1cccc(F)c1	-10	2.5	-0.7	-3	2	1	4.0	3	-3	0.0
COc1ccc(N(C=O)C(=S)SC)cc1	x	-1.4	-1.1	0	0	1	2.5	13	-13	-0.4
COc1ccc(Nc2nnc(SCC(=O)Nc3cc(C)on3)s2)cc1	10	x	-0.1	-5	-6	2	1.0	5	-5	x
CCOC(=O)C1=C(c2ccccc2)NC(SCC(=O)NC2CCCCC2)=C(C#N)C1c1ccco1 (centres undefined)	7	3.1	-4.0	1	-4	-2	-0.9	13	-13	-0.9
Cc1ccccc1C(=O)OC(C)CN1CCOCC1 (centres undefined)	8	1.7	-1.0	0	3	20	1.5	32	-32	-0.7
Cc1ccc(NC(=O)CC2S/C(=N/N=C3/NC(=O)CS3)NC2=O)cc1 (centres undefined)	0	6.6	-1.3	-11	-4	-1	-0.2	11	-11	0.3
CCOc1ccc(-n2nc3ccc(NC(=O)CC)cc3n2)cc1	x	x	-0.9	2	-3	-1	0.8	-14	14	x
CCOc1ccc2nc(/N=C/c3c(C)[nH]n(-c4ccc(C)cc4)c3=O)sc2c1	22	0.6	-1.3	5	0	11	3.2	17	-17	0.0
CC(C(=O)N(C)C)N(C#N)c1nc(N(C)C)nc(N(C)C)n1 (centres undefined)	1	2.7	0.5	0	x	x	2.6	29	-29	2.0
Clc1ccc(-c2cnc3n2CCC3)cc1	15	1.2	0.2	-7	-6	x	2.8	15	-15	-1.6
COc1cccc(N2CCN(C(=O)c3ccc(CS(=O)Cc4ccccc4Cl)o3)CC2)c1 (centres undefined)	-8	0.4	0.1	4	1	1	0.0	0	0	2.6
Cc1nc(C(=O)N2CCCC(C(=O)c3cccc(OC(C)C)c3)C2)cs1 (centres undefined)	-11	x	-1.4	1	-2	7	-1.2	15	-15	x
CN1CCC(N(C)C(=O)CNC(=O)c2ccc(C(C)(C)C)cc2)CC1	11	-0.4	-0.3	-5	7	-1	2.8	-4	4	-1.4
Cc1ccc(N=C2NC(=O)/C(=C\c3ccsc3)S2)c(C)c1	2	-3.2	-5.5	0	5	-1	3.4	-4	4	-0.4
Cc1ccccc1C(=O)N1CCC2CC1c1cc(Cl)ccc12 (centres undefined)	-4	x	-0.2	-9	-1	-1	2.0	x	x	x
CNS(=O)(=O)c1cccc(C(=O)NC2CCCc3ccccc32)c1 (centres undefined)	x	5.5	-0.4	-3	1	0	1.9	x	x	0.4
COc1ccc(NC(=O)CS(=O)(=O)c2ccc(F)cc2)cc1	13	-0.5	-1.0	13	-4	8	0.6	18	-18	-1.0
N#Cc1nc(-c2ccc(F)cc2)oc1N1CCN(C(=O)c2ccco2)CC1	-5	-1.0	-2.8	4	7	-1	2.4	21	-21	0.1
COC(=O)c1cc(C#N)c(N2CC(C)OC(C)C2)nc1C (centres undefined)	4	0.3	0.2	-5	-6	-1	3.5	5	-5	1.1
CSc1ccccc1-n1nnnc1SCc1ccccc1	-2	-0.1	-1.5	21	-3	0	1.3	6	-6	0.7
CC1Cc2ccccc2N1CC(=O)NCc1ccc2c(c1)OCO2 (centres undefined)	-5	0.7	-0.7	-6	6	0	6.0	-14	14	1.2
Oc1ccc(Cl)cc1-c1cc(C(F)(F)C(F)F)nc(-c2ccccc2)n1	x	0.0	0.4	-12	-2	x	0.6	-39	39	0.0
Cc1cccc(N2CN(S(=O)(=O)c3cccc([N+](=O)[O-])c3)c3nc4ccccc4nc32)c1	5	-2.0	-0.6	-5	-3	-5	2.2	-7	7	-1.6
Cc1ccc(S(=O)(=O)C2CCCCC2=O)cc1 (centres undefined)	1	-2.7	-0.8	0	-4	-3	4.3	6	-6	-1.6
Cc1ccnc(NC(=O)CCCNC(=O)c2ccc(Cl)cc2)c1	u	1.2	-1.9	13	-3	29	1.2	-18	18	-1.1
Cc1ccc(NC(=O)CSC2=C(C#N)C(c3ccc4c(c3)OCO4)CC(=O)N2)cc1C (centres undefined)	-10	2.5	-0.3	-2	-3	-1&-3	x	5	-5	0.8
CC(=O)n1cc([C@@H]2C=C(C(=O)N3CCN(Cc4ccc5c(c4)OCO5)CC3)O[C@H](OCCCCO)C2)c2ccccc21	4	1.4	-0.8	-1	-5	-1	0.8	-23	23	-2.0
COC(=O)c1nnn(CC(=O)NC(=O)Nc2cccc(Cl)c2C)c1C(=O)OC	-2	1.8	-2.6	4	-1	-3	-1.4	x	x	2.7
O=Cc1ccccc1OCCCOc1cccc2cccnc12	28	2.8	-1.8	-1	-1	-3	2.4	-20	20	-0.3
COc1ccc(-c2csc(Cc3nnc4n3CCCCC4)n2)cc1OC	8	0.5	-1.9	1	-2	x	3.1	x	x	-0.2

Remaining list, next part
smiles	MITF act	AddAB inh	CAL PDZ FP-1	Tat transport	CAL PDZ FP-2	Wnt bcat act	phage Ecoli inh	SR-BI uptake up	SR-BI DiI inh	Ecoli viability
C=C(c1cccc2ccccc12)P(=O)(O)O	13	3.1	-1.7	-8	x	x	4.2	8	-8	-2.5
CCN(CC)CCNC(=O)c1cc2c(s1)-c1ccccc1SC2	4	-1.7	-4.3	-4	-5	-1	0.7	17	-17	-2.0
CCOC(=O)c1ccc(C(=O)NNC(=O)C2C3C=CC(C3)C2C(=O)O)cc1 (centres undefined)	-15	x	-2.2	5	-4	0	1.7	-4	4	x
Cc1noc(NS(=O)(=O)c2ccc(NC(=O)c3nn(-c4ccccc4)ccc3=O)cc2)c1C	0	1.8	-3.5	-1	-7	0	2.3	13	-13	0.2
COc1ccccc1CCC(=O)OCC(=O)Nc1cc(C)nn1-c1ccccc1	6	-0.2	-1.1	13	-2	-1	1.8	10	-10	1.7
Cc1ccccc1NCC(=O)Nc1cc(S(=O)(=O)N2CCCCC2)ccc1C	1	-3.5	0.4	6	6	14	-2.5	15	-15	-1.9
CCCCn1c(N)c(N(CCC(C)C)C(=O)C2CCCN(C(=O)c3ccc(Cl)cc3)C2)c(=O)[nH]c1=O (centres undefined)	5	0.1	-1.1	10	11	17	-1.8	44	-44	0.3
Cc1ccc(CNC(=O)C(C(=O)NCc2ccc(C)o2)c2ncc(C(F)(F)F)cc2Cl)o1	-6	-0.2	-0.6	0	x	-2	4.0	-13	13	-1.1
COc1ccc(OC)c(C2=NOC(C(=O)Nc3cccc(C(C)=O)c3)C2)c1 (centres undefined)	6	1.9	-2.1	-5	-7	x	3.5	-18	18	-0.2
CCc1ccccc1NC(=O)CC1CS(=O)(=O)CC1CC(=O)Nc1ccccc1CC (centres undefined)	-6	-1.0	-2.3	-10	-2	-1	2.0	-3	3	-3.1
O=C(COc1ccc2c(-c3ccccc3)cc(=O)oc2c1)NC1CCS(=O)(=O)C1 (centres undefined)	-9	-0.8	-2.6	-2	0	1	1.4	-2	2	-2.1
CCCCC(=O)Nc1ccc2c3c(cccc13)CC2	16	3.8	-1.0	-1	-2	0	3.1	-10	10	3.4
Cc1ccc(C(=O)O)cc1N1CCCC1=O	40	-1.2	-14	8	5	0	1.8	18	-18	-1.1
CC1CCN(Cc2ccc(-c3nnn(CC(=O)NC4CCCCC4)n3)cc2)CC1	13	-1.4	-0.1	-2	0	-4	1.1	21	-21	-0.8
Cc1c(C(=O)OC(C)C(=O)N(C)Cc2ccccc2)oc2ccccc12 (centres undefined)	11	-1.9	-0.2	3	7	-2	-0.6	-16	16	-2.8
COc1ccc(C(=O)OCC(=O)NC(=O)CCSc2ccccc2)cc1	0	2.8	-1.2	-2	-1	-9	3.9	19	-19	-1.8
Cc1ccccc1OCCC(=O)OCC(=O)N(C)c1c(N)n(Cc2ccccc2)c(=O)[nH]c1=O	-5	-2.5	-4.5	4	-7	-2	2.8	-6	6	1.9
NS(=O)(=O)c1ccc(NC(=S)Nc2ccc(F)c(F)c2)cc1	-4	4.5	-0.2	17	1	-1	2.8	10	-10	0.3
N#CCc1ccc(NC(=O)Nc2cccc(Cl)c2)cc1	83*	5.1	-2.9	-2	-2	x	4.8	x	x	3.7
N#Cc1c(NC(=O)COC(=O)C2CC3C=CC2C3)oc(-c2ccccc2)c1-c1ccccc1 (centres undefined)	5	-1.5	-2.5	8	-3	-3	0.8	1	-1	0.1
CC(=O)c1cccc(NC(=O)N2C3CCC2CC(NC(=O)C2CC2)C3)c1 (centres undefined)	-6	3.1	-1.8	-11	-5	-1	4.0	30	-30	-0.3
Cc1ccc2cccc(OCC(=O)c3cc(C)n(Cc4ccco4)c3C)c2n1	x	-0.6	x	x	x	5	2.0	x	x	-3.6
Cc1cnccc1CN(C)Cc1cn(C)nc1-c1cccc(Cl)c1	-23	1.7	-3.7	13	-4	-1	4.4	2	-2	-0.8
O=C(NCC1CCCN1S(=O)(=O)c1cccs1)c1ccccc1 (centres undefined)	15	2.8	-2.1	-2	-3	0	4.1	10	-10	1.8

Two compounds drawn at random from those above, as already listed:
smiles	MITF act	AddAB inh	CAL PDZ FP-1	Tat transport	CAL PDZ FP-2	Wnt bcat act	phage Ecoli inh	SR-BI uptake up	SR-BI DiI inh	Ecoli viability
Cc1ccccc1OCCC(=O)OCC(=O)N(C)c1c(N)n(Cc2ccccc2)c(=O)[nH]c1=O	-5	-2.5	-4.5	4	-7	-2	2.8	-6	6	1.9
CCCCC(=O)Nc1ccc2c3c(cccc13)CC2	16	3.8	-1.0	-1	-2	0	3.1	-10	10	3.4

Compound activity: PubChem BioAssay, several laboratories
